# Screens from PubChem BioAssay.
# Rac1 mut GTP: alters GTP binding to activated mutant human Rac1; AID 764; P63000; GST-Rac1 activated beads, fluorescent GTP binding, flow cytometry; actives lie on both sides; 100% means binding = to untreated wells; percent activity (GTP binding), % at 10 µM; 0.11% of 190,000 active;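 active = GTP binding at least 20 percentage points away from the 100% baseline, in either direction, so actives lie on both sides; inconclusive = Compound likely fluorescent itself, or too few beads counted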
# Cdc42 wt: human Cdc42 wildtype GTP binding change, either direction | P60953 | GST-Cdc42 beads, Bodipy-GTP binding, flow cytometry; actives lie on both sides | percent activity (GTP binding), % at 10 µM | 0.2% of 190,000 active | AID 761;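 active = percent activity GTP binding at least 20 points away from the 100% baseline, either down as inhibitor or up as activator; inconclusive = compound flagged as likely green fluorescent from well-wide comparison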;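 note: median bead fluorescence of bound Bodipy-FL-GTP at 100 nM; 0% = excess unlabeled GTP control and 100% = no compound control; below 100% means less GTP binding so inhibitor and above means activator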
# Target sequence (P60953 whole entry, looked up): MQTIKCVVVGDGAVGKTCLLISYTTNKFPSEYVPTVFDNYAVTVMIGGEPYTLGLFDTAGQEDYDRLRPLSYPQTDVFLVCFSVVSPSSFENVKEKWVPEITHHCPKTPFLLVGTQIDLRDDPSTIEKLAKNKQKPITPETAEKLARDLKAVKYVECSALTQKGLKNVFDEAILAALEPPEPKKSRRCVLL
# Mcl1-Bid inh: Mcl-1/Bid interaction inhibition; Q07820; TR-FRET Mcl-1/Bid-Dy647 peptide binding, 1536-well; inhibition, % at 21.7 µM; 0.97% of 220,000 active; AID 1021;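 active = compounds that cut the binding signal by more than half at the single screening dose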;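 note: His-tagged Mcl-1 with europium anti-His antibody binding Bid BH3 peptide; 0% = Mcl-1 plus peptide wells and 100% = peptide-only wells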
# Target sequence (Q07820 whole entry, looked up): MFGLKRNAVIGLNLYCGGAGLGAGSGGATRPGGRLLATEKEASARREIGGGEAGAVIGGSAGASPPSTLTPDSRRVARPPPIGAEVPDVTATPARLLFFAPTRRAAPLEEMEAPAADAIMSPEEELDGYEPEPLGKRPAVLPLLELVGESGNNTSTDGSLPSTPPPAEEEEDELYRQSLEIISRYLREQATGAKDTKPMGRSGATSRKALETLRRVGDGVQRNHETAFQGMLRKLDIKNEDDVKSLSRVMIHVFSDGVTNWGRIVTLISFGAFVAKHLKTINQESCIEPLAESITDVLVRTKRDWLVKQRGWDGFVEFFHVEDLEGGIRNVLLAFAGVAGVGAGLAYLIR
# Avidin fluor: compound fluoresces at 488/530 nm on avidin beads; compound fluorescence 488/530 nm, flow cytometry; hits give high values; fluorescence (KMESF) at 10 µM; 0.38% of 220,000 active; AID 1775; in the data active = fluorescence above about 47; note: inactives centre near 10
# HRas wt GTP bind: modulators of GTP binding to human HRas wildtype | P01112 | GST-Ras wt beads, Bodipy-FL-GTP binding, flow cytometry; actives lie on both sides | GTP binding activity, % at 10 µM | 0.14% of 190,000 active | AID 759;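 active = GTP binding activity at least 20% away from the 100% baseline, either lowered as inhibitor or raised as activator; inconclusive = flagged as likely green fluorescent, judged across all proteins in the well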;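 note: 0% = unlabeled GTP competition control and 100% = no-compound control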
# Target sequence (P01112 whole entry, looked up): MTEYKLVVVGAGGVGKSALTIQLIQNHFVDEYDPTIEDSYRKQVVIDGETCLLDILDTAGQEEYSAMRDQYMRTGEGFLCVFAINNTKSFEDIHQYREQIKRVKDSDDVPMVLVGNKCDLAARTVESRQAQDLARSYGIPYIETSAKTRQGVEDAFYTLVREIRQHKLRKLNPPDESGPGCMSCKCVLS
# Rac1 wt modul: modulators of human Rac1 wildtype GTP binding. GST-Rac1 beads, fluorescent GTP binding, flow cytometry; actives lie on both sides; 0 = cold GTP competed, 100 = untreated. GTP binding activity (% of control), % at 10 µM. 0.27% of 190,000 active. AID 757;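 active = GTP binding activity at least 20 points away from the 100% control level, either lower or higher; inconclusive = compound flagged as likely green fluorescent, judged across all proteins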
# Rab7 wt GTP bind: dog Rab7 wildtype GTP binding, inhibitors and activators | 0.055% of 190,000 active | GST-Rab7 beads, fluorescent GTP binding, flow cytometry; actives lie on both sides; untreated = 100%, excess cold GTP = 0% | GTP binding activity (percent of control), % at 10 µM;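 active = fluorescent GTP binding to Rab7 beads changed by at least 20 points from the 100% baseline, either direction, mostly lower; inconclusive = compound itself probably fluorescent, or too few beads counted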;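 note: median green fluorescence of bound Bodipy-FL-GTP per Rab7 bead population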
# Rab2 wt GTP: changes GTP binding to wildtype dog Rab2A, up or down; P61105; GTP binding activity, % at 10 µM; GST-Rab2 wt beads, Bodipy-GTP binding, flow cytometry; 0.19% of 190,000 active; AID 760;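 active = GTP binding activity at least 20 points away from 100%, either lowered or raised; inconclusive = signal likely due to the compound's own green fluorescence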;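 note: 0% = beads with excess unlabeled GTP and 100% = no-compound control corrected for plate trend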
# Mcl1-Noxa inh: disrupts binding of human Mcl-1 to Noxa peptide. Q07820. 1.5% of 220,000 active. inhibition, % at 21.7 µM. AID 1022. TR-FRET Mcl-1/Noxa peptide binding, 2 h;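 active = compounds that cut the protein-peptide binding signal by more than 50% relative to plate controls in a single-dose test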;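 note: His-tagged Mcl-1 with rhodamine Noxa BH3 peptide and terbium anti-His antibody; 0% = Mcl-1 plus Noxa peptide wells and 100% = peptide-only wells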
# GSH bead fluor: compound fluoresces at 488/530 nm on GSH beads; GSH beads flow cytometry, compound fluorescence 488/530 nm; hits give high values; fluorescence (KMESF) at 10 µM; 0.25% of 190,000 active; AID 1776; in the data active = fluorescence above about 89;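 note: glutathione beads carrying GST-tagged Bcl family fusion proteins plus one bare bead set; values are compound well signal with DMSO vehicle wells as background; inactives centre near 16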
# Pf gamet viab: kills late stage P. falciparum gametocytes; 0.065% of 150,000 active; inhibition, % at 10.9 µM; P. falciparum stage V gametocytes, ATP luminescence, 24 h; AID 743093;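 active = inhibition above the mean plus 3 SD of compounds within the control limits, set per campaign, cut at about 38% in these data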;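 note: 0% = DMSO wells and 100% = medium only without gametocytes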
# Numbers without * were called inactive; ? = inconclusive; / = no result given. Compounds were not picked by outcome; any-hit rate near 3%.
1	C=CCOc1ccc(NC(=O)C2CC(=O)N(C(C)C)C2)cc1 (centres undefined)
2	CCCC(C)C(=O)Nc1nc(C)c(-c2csc(Nc3cc(OC)ccc3OC)n2)s1 (centres undefined)
3	CC1=C(C(=O)Nc2ccc(F)cc2)C(c2ccncc2)C2=C(CCCC2=O)N1 (centres undefined)
4	Cc1cc(C)n2nc(C(=O)N3CCCC(CNS(=O)(=O)c4cccs4)C3)cc2n1 (centres undefined)
5	O=C1c2cccc3cccc(c23)C(=O)N1CCc1ccccc1
6	COc1ccc(CNC(=O)CN2CCN(C(c3ccccc3)c3ccccc3)CC2)cc1
7	O=C(COc1ccccc1F)N/N=C1\CCCc2ccccc21
8	O=C(COC(=O)/C=C/c1ccccc1)NCCC1=CCCCC1
9	O=C(CSc1nnc(-c2ccco2)o1)N1c2ccccc2CCc2ccccc21
10	C=CCn1c(SCC(=O)NCC2CCCO2)nnc1-c1ccccc1 (centres undefined)

assay / compound	1	2	3	4	5	6	7	8	9	10
Rac1 mut GTP	96	100	100	31*	95	95	97	95	100	94
Cdc42 wt	97	101	100	34*	96	99	100	100	103	99
Mcl1-Bid inh	-40	-13	-15	-31	-15	-16	-3	-7	-10	-13
Avidin fluor	17	29	34	7	8	11	10	9	18	10
HRas wt GTP bind	99	99	98	35*	98	99	99	97	102	96
Rac1 wt modul	96	101	103	28*	98	99	102	102	105	100
Rab7 wt GTP bind	101	97	97	22*	95	95	95	98	101	98
Rab2 wt GTP	98	98	99	33*	100	96	96	97	101	97
Mcl1-Noxa inh	1	16	1	-10	7	12	-2	9	0	12
GSH bead fluor	7	22	19	22	12	15	11	11	26	13
Pf gamet viab	14	-17	/	14	/	/	-53	3	/	-4

11	Nc1ncn(-c2ncc(C(F)(F)F)cc2Cl)n1
12	COC(=O)c1ccc2c(c1)NC(=O)C(N1CCOCC1)S2 (centres undefined)
13	CC1CCCN(C(=O)c2ccc3c(c2)C(=O)N(CCC2=CCCCC2)C3=O)C1 (centres undefined)
14	COc1cccc(S(=O)(=O)Nc2ccc(C(=O)N3CCOCC3)cc2)c1
15	COc1ccc(C2=CSC3=C(C(=O)c4cccc(S(=O)(=O)N(C)C)c4)CCN23)cc1
16	Cc1cc(NC(=O)CSc2nnc(C(C)N(C)C)n2Cc2ccccc2)no1 (centres undefined)
17	COc1cccc(N/C(SCc2ccccc2F)=C(/C#N)C(=O)NCc2cccs2)c1
18	Cc1c(NS(=O)(=O)c2ccc3c(c2)c(=O)n(C)c(=O)n3C)c(=O)n(-c2ccccc2)n1C
19	O=C(Nc1ccncc1)Nc1ccccn1
20	Cc1ccc(OCC(=O)N/N=C\c2ccncc2)c(C)c1

assay / compound	11	12	13	14	15	16	17	18	19	20
Rac1 mut GTP	94	100	100	103	95	103	99	98	96	100
Cdc42 wt	97	101	100	106	95	107	106	100	99	101
Mcl1-Bid inh	-10	-4	2	-23	-2	-72	-24	-19	-13	-3
Avidin fluor	9	25	5	10	3	12	9	11	36	7
HRas wt GTP bind	97	102	100	105	95	103	101	100	100	98
Rac1 wt modul	97	109	106	111	92	111	110	100	96	102
Rab7 wt GTP bind	96	103	104	104	95	99	100	102	100	101
Rab2 wt GTP	96	102	102	103	94	100	101	100	99	98
Mcl1-Noxa inh	2	9	5	-3	12	8	-4	-1	7	14
GSH bead fluor	11	22	13	14	52	39	9	34	17	10
Pf gamet viab	/	/	/	10	15	/	/	/	/	1

21	Cc1nnc(NC(=O)c2cc3n(n2)C(C(F)(F)F)CC(C2CC2)N3)s1 (centres undefined)
22	COc1ccc(/C=N/NC(=O)CCn2cnc(-c3ccccc3)c2-c2ccccc2)cc1
23	COc1ccc(NC(=O)Cc2ccccc2F)cn1
24	COc1nnc(-c2ccc(N3CCOCC3)c(NC(=O)c3ccco3)c2)c2ccccc12
25	COc1cc(C=NCC2OCCc3ccccc32)cc(OC)c1 (centres undefined)
26	Cc1cc(Cl)ccc1OCC(=O)N/N=C1\CCCc2ccccc21
27	CCOC(=O)CC(=O)CSc1nc2c(cc1C#N)CCCCC2
28	CCc1ccc(CC)c(S(=O)(=O)Nc2ccc(O)c(C(=O)O)c2)c1
29	O=C1S/C(=C\C=C\c2ccco2)C(=O)N1c1ccc(O)cc1
30	COc1ccc(Nc2ncnc3c2cnn3Cc2ccc(C)cc2)cc1

assay / compound	21	22	23	24	25	26	27	28	29	30
Rac1 mut GTP	97	99	96	99	100	97	94	98	100	100
Cdc42 wt	96	98	98	98	100	96	97	100	102	103
Mcl1-Bid inh	-72	17	3	-9	-5	-12	-36	22	-17	14
Avidin fluor	4	17	11	19	15	31	9	15	6	35
HRas wt GTP bind	97	97	101	100	100	99	97	101	101	100
Rac1 wt modul	98	100	103	100	105	98	93	104	104	105
Rab7 wt GTP bind	94	101	106	99	99	102	94	100	100	98
Rab2 wt GTP	94	100	101	98	98	101	95	99	101	100
Mcl1-Noxa inh	14	14	1	10	15	-2	10	24	56*	2
GSH bead fluor	23	10	19	31	5	13	56	32	11	24
Pf gamet viab	/	/	14	/	-6	/	-1	3	1	/

31	O=C(NC(Cc1ccc(F)cc1)C(=O)O)c1ccccc1 (centres undefined)
32	Cc1cc(C)cc(C(=O)N2CC(C)SC2=Nc2cccc(S(=O)(=O)N(C)C)c2)c1 (centres undefined)
33	COc1cccc(NC(=O)c2cccnc2)c1
34	CC(C)CNc1nc(S(=O)(=O)c2ccccc2)c(Cl)s1
35	CCn1c(SCc2nc3ccccc3c(=O)[nH]2)nnc1C(C)NC(=O)c1ccccc1F (centres undefined)
36	O=c1c2[nH]c3ccc(F)cc3c2ncn1CCCn1ccnc1
37	CCCCn1c(CN2CCN(C(=O)c3ccco3)CC2)nc2c1c(=O)n(C)c(=O)n2C
38	COC(=O)c1cccc(S(=O)(=O)N2CCC(n3nnc4cc(F)ccc43)CC2)c1
39	CCN(CCCCCCN)c1ccc2c(=O)[nH][nH]c(=O)c2c1
40	O=C(CCC(=O)N1CCCC1)Nc1nnc(C(F)(F)F)s1

assay / compound	31	32	33	34	35	36	37	38	39	40
Rac1 mut GTP	100	98	101	94	98	100	99	94	95	?
Cdc42 wt	105	98	104	94	99	102	99	95	96	?
Mcl1-Bid inh	-4	1	-34	10	-7	6	-16	-13	-46	-10
Avidin fluor	39	23	9	11	11	6	8	16	6	9
HRas wt GTP bind	102	100	103	98	98	103	97	96	100	?
Rac1 wt modul	103	103	101	99	99	104	100	95	96	?
Rab7 wt GTP bind	103	98	99	103	96	103	95	100	110	?
Rab2 wt GTP	103	98	105	96	97	101	96	96	100	?
Mcl1-Noxa inh	14	2	18	9	-4	20	8	2	6	10
GSH bead fluor	13	11	21	16	19	18	21	7	11	21
Pf gamet viab	17	10	/	-26	5	/	/	/	6	/

# Complete entries, looked up by structure. Order of values: Rac1 mut GTP	Cdc42 wt	Mcl1-Bid inh	Avidin fluor	HRas wt GTP bind	Rac1 wt modul	Rab7 wt GTP bind	Rab2 wt GTP	Mcl1-Noxa inh	GSH bead fluor	Pf gamet viab
# `O=C(CCC(=O)N1CCCC1)Nc1nnc(C(F)(F)F)s1` reads ?	?	-10	9	?	?	?	?	10	21	/
# `COC(=O)c1cccc(S(=O)(=O)N2CCC(n3nnc4cc(F)ccc43)CC2)c1` reads 94	95	-13	16	96	95	100	96	2	7	/
# `CC(C)CNc1nc(S(=O)(=O)c2ccccc2)c(Cl)s1` reads 94	94	10	11	98	99	103	96	9	16	-26
# `CCCCn1c(CN2CCN(C(=O)c3ccco3)CC2)nc2c1c(=O)n(C)c(=O)n2C` reads 99	99	-16	8	97	100	95	96	8	21	/

# Next section
41	CCOC(=O)N1CCN(C(=O)CSc2nc3c(cnn3-c3ccc(C)cc3)c(=O)[nH]2)CC1
42	O=c1c2ccccc2nnn1Cc1ccccn1
43	O=C(COC(=O)CNC(=O)c1ccc(-c2ccccc2)cc1)NCc1ccco1
44	CC(C)c1cccc(OCCCCN(C)C)c1
45	CCOC(=O)C1CCCN(C(=O)c2cc(Nc3ccc(OC)c(OC)c3)nc3ccccc23)C1 (centres undefined)
46	Cc1ccc2oc(=O)c3cnn(CC(=O)N4CCCCC4C)c3c2c1 (centres undefined)
47	Cc1cc(=O)n2nc(N3CCCC(C(=O)NCCc4ccccc4)C3)sc2n1 (centres undefined)
48	COc1cccc(CN2CCN(Cc3nc(C(C)C)cs3)CC2CCO)c1 (centres undefined)
49	CSc1nc(-c2ccco2)nn1C(=O)c1cccs1
50	CCCc1nc2ccc(NC(=O)c3cccs3)cc2c(=O)n1Cc1ccccc1Cl

assay / compound	41	42	43	44	45	46	47	48	49	50
Rac1 mut GTP	94	97	94	102	99	99	96	96	96	103
Cdc42 wt	96	97	95	104	103	101	100	98	99	96
Mcl1-Bid inh	-2	-18	-56	8	-81	-4	-4	-5	2	-10
Avidin fluor	6	26	8	10	12	25	36	11	25	14
HRas wt GTP bind	97	96	97	101	103	100	101	97	98	100
Rac1 wt modul	97	98	98	109	104	103	99	100	101	105
Rab7 wt GTP bind	104	94	104	105	107	96	100	95	101	99
Rab2 wt GTP	98	96	98	102	103	102	100	96	100	100
Mcl1-Noxa inh	-10	2	38	21	12	-1	35	3	19	-2
GSH bead fluor	/	56	14	20	43	14	27	10	19	9
Pf gamet viab	/	15	/	7	/	/	/	25	13	12

51	CC(=O)N1CCN(CCN=CC2=C(O)CC(c3ccc(Cl)cc3)CC2=O)CC1 (centres undefined)
52	Cc1ccc(C2C3=C(CC(C)(C)CC3=O)Nc3onc(C)c32)cc1 (centres undefined)
53	CCc1ccc(Nc2cc(C(=O)NCCCN3CCOCC3)c3ccccc3n2)cc1
54	OCCNCC(O)Cn1ccc2ccccc21 (centres undefined)
55	CCOC(=O)N1CC=C2C(C#N)=C(N)C(C#N)(C#N)[C@H](c3cccs3)[C@H]2C1
56	CN(C)c1ccc(CN2CCCC(O)C2)cc1 (centres undefined)
57	COc1ccccc1-c1nc(SC)n[nH]1
58	Cc1ccc(C(=O)Nc2cnc3ccccc3c2)cc1

assay / compound	51	52	53	54	55	56	57	58
Rac1 mut GTP	97	97	101	100	98	100	94	100
Cdc42 wt	98	98	102	102	99	101	101	99
Mcl1-Bid inh	0	-8	-7	-42	-33	-121	-4	16
Avidin fluor	7	/	17	4	11	18	12	9
HRas wt GTP bind	99	98	105	103	99	100	99	103
Rac1 wt modul	98	100	107	103	99	100	100	105
Rab7 wt GTP bind	98	97	103	99	97	103	97	103
Rab2 wt GTP	96	99	104	102	98	103	98	100
Mcl1-Noxa inh	9	-3	12	4	-1	1	13	4
GSH bead fluor	45	35	21	12	11	15	14	45
Pf gamet viab	/	-9	/	/	/	6	/	/
